# KDM5B inh: KDM5B demethylase inhibition; Potency, µM (top dose mostly 57.7 µM), for inactives: at the top dose activity change, negative = inhibition, hits mostly inhibitors; KDM5B demethylase, FDH-coupled NADH fluorescence (FDH is formaldehyde dehydrogenase); 220,000 compounds, 2.6% hits; Q9UGL1; active means well fitted inhibition curve with a large enough effect; inconclusive means small, poorly fitted or top-dose-only effect; inactive means no such curve, though single readings can be large or run the other way; further: 0% is about no effect; nearly all actives have a fitted effect of over 70% in size
# Target sequence (Q9UGL1 whole entry, looked up): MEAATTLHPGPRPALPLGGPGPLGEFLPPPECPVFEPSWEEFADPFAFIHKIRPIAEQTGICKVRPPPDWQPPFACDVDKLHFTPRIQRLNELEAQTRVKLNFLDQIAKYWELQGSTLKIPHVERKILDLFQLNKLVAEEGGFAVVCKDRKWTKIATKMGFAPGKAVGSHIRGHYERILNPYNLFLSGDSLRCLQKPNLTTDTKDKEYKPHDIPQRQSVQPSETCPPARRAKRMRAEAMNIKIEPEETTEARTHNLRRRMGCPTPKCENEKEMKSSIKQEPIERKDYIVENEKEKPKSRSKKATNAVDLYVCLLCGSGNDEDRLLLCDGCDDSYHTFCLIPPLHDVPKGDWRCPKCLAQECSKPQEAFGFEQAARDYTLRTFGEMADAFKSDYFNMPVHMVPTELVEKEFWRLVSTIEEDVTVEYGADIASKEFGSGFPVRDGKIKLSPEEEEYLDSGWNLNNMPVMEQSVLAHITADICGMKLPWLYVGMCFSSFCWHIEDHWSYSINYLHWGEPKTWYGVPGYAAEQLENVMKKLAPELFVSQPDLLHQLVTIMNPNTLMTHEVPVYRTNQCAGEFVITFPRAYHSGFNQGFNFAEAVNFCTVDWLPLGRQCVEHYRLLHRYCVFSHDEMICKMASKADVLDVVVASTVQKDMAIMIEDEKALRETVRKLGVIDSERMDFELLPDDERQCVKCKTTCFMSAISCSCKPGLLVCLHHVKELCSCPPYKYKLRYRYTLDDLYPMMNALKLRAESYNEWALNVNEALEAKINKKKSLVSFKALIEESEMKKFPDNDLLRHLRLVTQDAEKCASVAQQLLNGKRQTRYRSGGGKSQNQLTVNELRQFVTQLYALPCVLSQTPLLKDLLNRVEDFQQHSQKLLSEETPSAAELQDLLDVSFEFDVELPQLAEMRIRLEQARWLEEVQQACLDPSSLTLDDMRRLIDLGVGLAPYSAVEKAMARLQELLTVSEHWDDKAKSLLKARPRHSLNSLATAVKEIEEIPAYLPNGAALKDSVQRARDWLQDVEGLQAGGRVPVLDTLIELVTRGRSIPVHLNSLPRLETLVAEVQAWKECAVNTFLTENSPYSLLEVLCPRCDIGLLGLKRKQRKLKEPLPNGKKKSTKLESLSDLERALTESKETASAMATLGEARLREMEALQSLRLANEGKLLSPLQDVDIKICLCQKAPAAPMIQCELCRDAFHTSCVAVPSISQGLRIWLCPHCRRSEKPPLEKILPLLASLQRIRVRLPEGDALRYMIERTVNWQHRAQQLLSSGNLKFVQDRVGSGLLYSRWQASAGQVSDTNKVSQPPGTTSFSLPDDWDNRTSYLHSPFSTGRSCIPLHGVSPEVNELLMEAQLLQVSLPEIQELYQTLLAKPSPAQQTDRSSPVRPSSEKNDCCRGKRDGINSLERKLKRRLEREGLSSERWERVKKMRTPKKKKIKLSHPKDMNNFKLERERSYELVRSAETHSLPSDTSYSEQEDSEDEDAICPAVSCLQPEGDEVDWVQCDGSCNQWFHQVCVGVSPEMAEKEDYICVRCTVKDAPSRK
#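 Measured: NADH fluorescence change, 30 min, RT. System: KDM5BΔAP 200 nM final, H3K4me3 peptide, α-KG, Fe(II), ascorbate, NAD⁺ plus FDH, pH 7.5 HEPES. Compounds: titrated, 10 min pre-incubation with enzyme.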
# Numbers without * were called inactive; i = inactive; ? = inconclusive; & = joins results of further samples; [ ] = remark or other dose. Potency means the concentration at half of the fitted maximal effect. A portion of the library (hit frequency here may not be typical).
SMILES,KDM5B inh
Cc1ccc(C2Cn3nnc(C(=O)N4CCC(C(=O)NCC(C)C)CC4)c3CO2)cc1 (stereo not drawn),13%
COc1cc(/C=C/C(=O)c2ccccc2OC)ccc1OC(F)F,-30%
CCOc1ccccc1NC(=O)Cc1c[nH]c2ccccc12,12%
COc1ccc(Oc2cccc(Cl)c2CNC(=O)c2ccccc2C(=O)O)cc1,-4%
Cc1cc(-c2cnc3[nH]cc(CC(=O)NCc4cccnc4)c3c2)ccn1,6%[86.2 µM]
CC(C)c1ccc(Nc2c(-c3ccco3)nc3ccccn23)cc1,?
Cc1c([N+](=O)[O-])c(C/C=N/O)nn1C,27%
Cc1nc2cc(-c3ccccc3)nn2c(C)c1CC(=O)NCCc1ccccc1,-3%
CCOC(=O)c1cccc(NC(=O)N2CC[C@@H](CC(=O)O)[C@@H](CC)C2)c1,1%[86.2 µM]
CCOc1cc(CNCC2CCCO2)ccc1OCc1ccccc1 (stereo not drawn),?
c1ccc(-c2nc(-c3cnccn3)no2)c(OC2CNC2)c1,5%
COc1ccc(N(C(=O)c2cccnc2)S(=O)(=O)c2cc(OC)ccc2OC)cc1,-9%
COc1ccc(-c2nc(-c3ccccc3)c(-c3ccc(O)cc3)[nH]2)cc1,?
Cc1ccc(-c2nc(C(=O)NC(C)c3ccc(F)cc3)no2)cc1 (stereo not drawn),12%
CC(C)(C)NC(=S)N1CCn2cccc2C1c1ccccc1F (stereo not drawn),-30%
CCOC(=O)c1sc(=S)n(-c2ccccc2)c1C,14%
O=C(CSc1nccn1-c1cccc(C(F)(F)F)c1)Nc1cccc(F)c1,0%
Nc1nc(Cl)nc(NCc2ccccc2)c1[N+](=O)[O-],-27%
N#Cc1cccnc1SCc1cccc(C(F)(F)F)c1,?
COCC1(CNC(=O)C2CCOCC2)C[C@@H](O)[C@@H](O)C1 (stereo partly drawn),-32%[115 µM]
Cc1ccc(NC(=O)c2ccc3nccnc3c2)c(C)c1,-7%
COCC1CN(C)CC12CCN(Cc1ccc(OC)c(Cn3ccnc3)c1)CC2 (stereo not drawn),?
O=C(NCc1ccccn1)c1c(OCC2CC2)cc(=O)n2c1CCCCC2,6%
O=C(/C=C/c1ccc(OCc2ccccc2)cc1)c1ccc(N2CCOCC2)cc1,9%
O=C(Cn1nnnc1CN1CCOCC1)N1CCN(c2ccc(Cl)cc2)CC1,-17%
# Next section
SMILES,KDM5B inh
COCCn1c(CNC(=O)c2ccccc2C)nc2cccnc21,?
CCOc1ccc(S(=O)(=O)NCC(c2ccco2)S(=O)(=O)c2ccc(F)cc2)cc1 (stereo not drawn),-29%
O=C1N(CCc2ccccc2)CCOC12CCN(Cc1ccc(F)c(Cl)c1)CC2,-1%[86.2 µM]
Cc1cnn(CCC(=O)N2C[C@@H](COc3ccccc3)[C@H](C(N)=O)C2)c1,3%
COc1ccc(OCCn2cc(C(=O)c3ccco3)c3ccccc32)cc1,15%
O=C(Nc1ccc(C(F)(F)F)cc1)c1cc(S(=O)(=O)NC2CCCCC2)ccc1F,-21%
COc1cc(Cl)c(C)cc1NC(=O)Cn1cnc2sc(C)c(S(=O)(=O)N3CCCCC3)c2c1=O,-13%
CCOC(=O)c1c(C)[nH]c(C(=O)C(C)OC(=O)c2cccc(O)c2)c1C (stereo not drawn),3%
Cc1ccc(OC(C)C(=O)N(C)Cc2ccccc2)c([N+](=O)[O-])n1 (stereo not drawn),-1%
CCCn1c(C)cnc1CC1CCN(S(=O)(=O)c2cccs2)CC1,25%
NC(=NCc1ccccc1)NCc1ccc(F)cc1,28%
Cc1cccc(N2CCN(C(=O)c3cccc(-n4c(C)nc5cccnc54)c3)CC2)c1C,-18%
Cc1cn2nc(C(=O)N3CCN(c4ccccn4)CC3)cc2c(N2CCCC2)n1,25µM*
CCOc1ccc(NC(=O)N(Cc2cn(CC)c3ccccc23)C2CCCCCC2)cc1,-16%
O=C(COC(=O)Cn1nnc2ccccc21)NC1CCCC1,10%
COC(=O)Cn1nnc(N2CCOCC2)n1,22%
C(=N\Nc1ccc2nncn2n1)/c1ccccn1,?
COc1ccc(C2(C(=O)N3CCC(n4cc(-c5nc(C)no5)nn4)CC3)CC2)cc1,-27%
CN(CC(=O)N1CCN(CC(=O)Nc2cccc(F)c2)CC1)Cc1cnn(-c2ccccc2)c1,20%
O=C(NCCCN1CCOCC1)c1ccc2c(c1)N(Cc1cccc(Cl)c1)C(=O)c1ccccc1S2,?
CCNc1c(NC(=O)c2ccc(OC)c(Br)c2)c(=O)oc2ccccc12,1%
O=C1NCc2ccccc2CC12CCN(CC1=CCCCC1)C2 (stereo not drawn),?
CCOCCCNS(=O)(=O)c1cc2[nH]c3c(c2cc1C)C(=O)CC(C)(C)C3,-2%
C/C(=N\NC(=O)CCC(=O)NCc1ccccc1)c1ccc(Cl)cc1,-6%
O=C(O)C1CCN(C(=O)N2CC3CC(C2)[C@H]2CCCC(=O)N2C3)CC1 (stereo partly drawn),-2%
# Remaining list, next part
SMILES,KDM5B inh
O=C1NCCN2CC3(CCN(C(=O)Nc4ccccc4F)CC3)CC12 (stereo not drawn),?
COCCCNC(=O)CS(=O)(=O)Cc1nc(-c2cccc(OC)c2)oc1C,9%
CCn1cc(CN2CCC3(CC2)CCN(Cc2ncc[nH]2)CC3CO)cn1 (stereo not drawn),-33%
Cc1ccc(CNC(=O)Nc2ccc(F)cc2F)n1C,?
CC1=C(c2ccccc2)SC2=NCCN21,18%
CC(C)NC(=O)C[C@@H]1O[C@H](CNS(=O)(=O)c2ccccc2)[C@@H](O)[C@H]1O,-22%[86.2 µM]
CCCCC(=O)N(Cc1ccc(F)cc1)C1CCS(=O)(=O)C1 (stereo not drawn),31%
COC(=O)CCCCCNC(=O)C(SCc1ccccc1)C(C)C (stereo not drawn),20%
Cc1cc(C)n(CCC(=O)N2CC(F)(F)C[C@H]2c2nnc(C)o2)n1,8%
CN(CCc1ccccn1)C(=O)[C@@]12CCCC[C@H]1N(C)C(=O)CC2,4%
CCc1cc(=O)n(CC(=O)NCc2ccc(OC)cc2)c(N2CCOCC2)n1,?
N#Cc1cccnc1NCCNc1cc(Cl)nc(N)n1,?
CCC(=O)N1CCN(c2oc(/C=C/c3ccc(Cl)cc3)nc2C#N)CC1,?
Cc1ccc(C(=O)N(Cc2sccc2C)C2CCS(=O)(=O)C2)cc1 (stereo not drawn),13%&-7%
Cc1ccc(S(=O)(=O)N2CCN(C(=O)c3cc4cc(C)ccc4nc3C)CC2)cc1,-7%
COC(=O)C1=C(C)NC(=O)C1(NC(=O)c1cccc(C)c1)C(F)(F)F (stereo not drawn),-3%
O=C(CN1CCN(C(=O)c2ccc3ccccc3n2)CC1)NC1CC1,-10%
O=C(C[C@@H]1CCNC[C@@H]1Cc1cc(-c2ccc(F)cc2)on1)NCc1ccc(F)cc1,-3%[86.2 µM]
COc1ccccc1-n1ncc2c(=O)[nH]c(SCC(=O)Nc3ccc(Cl)cc3)nc21,9%
COc1ccc(C(=O)N2CCC3(CC2)N=C(c2cccc(Br)c2)NO3)cc1OC,?
CC(C)Oc1ccccc1-c1cc(C(=O)O)c2ccccc2n1,-22%
CCNC(=S)NNC(=O)c1ccc(C(C)C)cc1,-32%
Cc1ccc(-n2cnc3sc4c(c3c2=O)CCC4)cc1,18%
CNC(=O)[C@@H]1CN(C(=O)c2sccc2C)C[C@H]1c1nc(COC)no1,-14%
CCOC(=O)CSc1nc2c(sc3ccccc32)c(=O)n1CCO,4%

# The last 4 entries of the part above open the next one.
SMILES,KDM5B inh
CCNC(=S)NNC(=O)c1ccc(C(C)C)cc1,-32%
Cc1ccc(-n2cnc3sc4c(c3c2=O)CCC4)cc1,18%
CNC(=O)[C@@H]1CN(C(=O)c2sccc2C)C[C@H]1c1nc(COC)no1,-14%
CCOC(=O)CSc1nc2c(sc3ccccc32)c(=O)n1CCO,4%
CCc1ccccc1NC(=O)CN(C)C(=O)c1cc2ccc(F)cc2nc1C,17%
CC(O)c1cc2n(n1)CCN(C(=O)c1cc(=O)n(C)c(=O)n1C)C2 (stereo not drawn),14%
CC(Oc1ccccc1)C(=O)N1CCC(n2cc(-c3nc(C(C)C)no3)nn2)CC1 (stereo not drawn),8%
CCN1C(=O)CCN(C(=O)NC2CCCCC2)CC12CCOCC2,-9%
CC1CCC(NC(=O)CCCCn2c(=O)[nH]c3ccsc3c2=O)CC1 (stereo not drawn),8%
Cc1ccc(C(CNC(=O)c2ccco2)N2CCC(C)CC2)o1 (stereo not drawn),7%
CNc1ncc(C(=O)N2CC[C@@](O)(COC)C(C)(C)C2)cn1,?
COc1cccc(CN2C(=O)OC3(CCN(Cc4ccc5c(c4)CCO5)CC3)C2(C)c2cccnc2)c1 (stereo not drawn),8%
O=C(O)C[C@@H]1CCN(C(=O)C2CCCC2)C[C@@H]1CCN(CCN1CCOCC1)c1ccccc1,?
COC(=O)c1cccc(NC(=O)CN2CCN(c3oc(-c4ccco4)nc3C#N)CC2)c1,?
CN(C(=O)COC(=O)c1ccccc1SCC(=O)N1CCCC1)C1CCS(=O)(=O)C1 (stereo not drawn),16%
CC(C)CN1CCN(C2CCOC3(CCN(C(=O)c4ccnn4C)CC3)C2)CC1 (stereo not drawn),28%
COc1ccc(/C=C/C(=O)Nc2nc3n(n2)C(c2ccccc2)C=C(c2ccc(Cl)cc2)N3)cc1 (stereo not drawn),?
Cc1cccc2c(=O)cc(CSc3ccccc3NC(=O)C(C)C)[nH]c12,-8%
COc1ccc(CNc2oc(/C=C/c3ccc(F)cc3)nc2C#N)cc1,i
COc1ccc(C(=O)Nc2c(C(=O)c3ccccc3)oc3ccccc23)cc1,-14%
CCCc1nc(-c2cc3cc(C)ccc3[nH]c2=O)no1,?
COc1ccc(Cl)cc1NC(=O)COC(=O)CC(C)(C)CC1=NS(=O)(=O)c2ccccc2N1,-13%
CCOC(=O)C1CCN(S(=O)(=O)c2cc3c4c(c2)C(C)C(=O)N4CCC3)CC1 (stereo not drawn),-9%
COc1ccc(N2CC(C(=O)NC3CC3)NC2=O)cc1 (stereo not drawn),20%[86.2 µM]
O=C1CC(c2cccc(Br)c2)c2cc(Br)c3ccccc3c2N1 (stereo not drawn),6%
Cc1ccc(NC(=O)NC2CCN(C(=O)N3CC4CC(C3)[C@H]3CCCC(=O)N3C4)CC2)cc1C (stereo partly drawn),10%
CCOc1ccc(C(CC(=O)Nc2ccc(CC)cc2)N2Cc3ccccc3C2=O)cc1OC (stereo not drawn),4%
COc1ccccc1C1CC(=O)N(c2cccc(F)c2)C2=C1C(=O)OC2 (stereo not drawn),20%
Cc1ccc(NC(=O)Cn2cc(S(=O)(=O)Cc3cccc(Cl)c3)c3ccccc32)cc1C,-4%
# (listing goes on)
SMILES,KDM5B inh
Cc1ccc(S(=O)(=O)Nc2nc3ccccc3nc2N2CCCCC2)cc1,20%
Cc1cc(NC(=O)CN2CCCCC2)n(-c2ccccc2)n1,29%
COCCn1c(C(=O)NCc2ccccn2)nc2ccccc2c1=O,12%
COCCN1C(=O)c2ccccc2C(C(=O)Nc2cccc(OC)c2)C12CCCC2 (stereo not drawn),-2%&5%
Cc1ccc(C(=O)N2CCc3cc(CNC(=O)c4ccnn4C)ccc32)cc1,-10%
CC(C(=O)NC1CCCCC1)N(Cc1ccc(F)cc1)C(=O)c1snc(C(N)=O)c1N (stereo not drawn),?
COc1ccccc1C(=O)Nc1nc2nc(C)c(Cc3ccccc3)c(=O)n2[nH]1,-16%
Cc1cnc2c(S(=O)(=O)NCC(C)(C)N3CCOCC3)cccc2c1,18%
COC(=O)/C=C/c1cc(OC)c(OC)c(S(=O)(=O)Oc2ccc3c(c2)CCC3)c1,?
CCOc1cc(=O)n2c(c1C(=O)Nc1ccc(C(F)(F)F)cc1)CCCC2,-20%
COc1ccc(OC)c(NC(=O)c2cc3n(n2)CC(c2ccc4c(c2)OCO4)OC3)c1 (stereo not drawn),327%[activator]
CCNC(=S)N/N=C(/C)c1ccccc1Br,16%
Cc1c(S(=O)(=O)N2CC(C)CC(C)C2)c(=O)n(C)c(=O)n1C (stereo not drawn),13%
CCCc1nn2c(=O)cc(COC(=O)c3ccccc3NC(=O)c3ccc(Cl)cc3)nc2s1,-16%

# Compounds listed so far that contain a Cl atom:
SMILES,KDM5B inh
COc1ccc(Oc2cccc(Cl)c2CNC(=O)c2ccccc2C(=O)O)cc1,-4%
Nc1nc(Cl)nc(NCc2ccccc2)c1[N+](=O)[O-],-27%
O=C(Cn1nnnc1CN1CCOCC1)N1CCN(c2ccc(Cl)cc2)CC1,-17%
O=C1N(CCc2ccccc2)CCOC12CCN(Cc1ccc(F)c(Cl)c1)CC2,-1%[86.2 µM]
COc1cc(Cl)c(C)cc1NC(=O)Cn1cnc2sc(C)c(S(=O)(=O)N3CCCCC3)c2c1=O,-13%
O=C(NCCCN1CCOCC1)c1ccc2c(c1)N(Cc1cccc(Cl)c1)C(=O)c1ccccc1S2,?
C/C(=N\NC(=O)CCC(=O)NCc1ccccc1)c1ccc(Cl)cc1,-6%
N#Cc1cccnc1NCCNc1cc(Cl)nc(N)n1,?
CCC(=O)N1CCN(c2oc(/C=C/c3ccc(Cl)cc3)nc2C#N)CC1,?
COc1ccccc1-n1ncc2c(=O)[nH]c(SCC(=O)Nc3ccc(Cl)cc3)nc21,9%
COc1ccc(/C=C/C(=O)Nc2nc3n(n2)C(c2ccccc2)C=C(c2ccc(Cl)cc2)N3)cc1 (stereo not drawn),?
COc1ccc(Cl)cc1NC(=O)COC(=O)CC(C)(C)CC1=NS(=O)(=O)c2ccccc2N1,-13%
Cc1ccc(NC(=O)Cn2cc(S(=O)(=O)Cc3cccc(Cl)c3)c3ccccc32)cc1C,-4%
CCCc1nn2c(=O)cc(COC(=O)c3ccccc3NC(=O)c3ccc(Cl)cc3)nc2s1,-16%
